MCL1-BIM inh: MCL1-BIM-BH3 interaction inhibition (human); GST-MCL1 / FITC-Bim-BH3 fluorescence polarization; 320,000 compounds, 0.68% hits; Q07820; inhibition, % at 10.9 µM;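 active means inhibition above the mean inhibition of all tested compounds plus 3 SD, set per campaign, cut at about 40% in these data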;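 further: 0% = DMSO wells and 100% = unlabeled Bim-BH3 peptide control; higher means more loss of mP so more displacement of Bim peptide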
GRK2 aptamer HTS: blocks RNA aptamer binding to human GRK2 | bead flow cytometry, FAM-aptamer displacement from GRK2 | P25098 | 330,000 compounds, 0.59% hits | inhibition of aptamer binding, % at 10 µM;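 active means inhibition of aptamer binding above 40%, roughly 3 SD of noise, on plates passing a quality check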;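 further: median bead fluorescence of bound FAM aptamer so fluorescent compounds give negative values; no value below 0 was filed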
Target sequence (P25098 whole entry, looked up): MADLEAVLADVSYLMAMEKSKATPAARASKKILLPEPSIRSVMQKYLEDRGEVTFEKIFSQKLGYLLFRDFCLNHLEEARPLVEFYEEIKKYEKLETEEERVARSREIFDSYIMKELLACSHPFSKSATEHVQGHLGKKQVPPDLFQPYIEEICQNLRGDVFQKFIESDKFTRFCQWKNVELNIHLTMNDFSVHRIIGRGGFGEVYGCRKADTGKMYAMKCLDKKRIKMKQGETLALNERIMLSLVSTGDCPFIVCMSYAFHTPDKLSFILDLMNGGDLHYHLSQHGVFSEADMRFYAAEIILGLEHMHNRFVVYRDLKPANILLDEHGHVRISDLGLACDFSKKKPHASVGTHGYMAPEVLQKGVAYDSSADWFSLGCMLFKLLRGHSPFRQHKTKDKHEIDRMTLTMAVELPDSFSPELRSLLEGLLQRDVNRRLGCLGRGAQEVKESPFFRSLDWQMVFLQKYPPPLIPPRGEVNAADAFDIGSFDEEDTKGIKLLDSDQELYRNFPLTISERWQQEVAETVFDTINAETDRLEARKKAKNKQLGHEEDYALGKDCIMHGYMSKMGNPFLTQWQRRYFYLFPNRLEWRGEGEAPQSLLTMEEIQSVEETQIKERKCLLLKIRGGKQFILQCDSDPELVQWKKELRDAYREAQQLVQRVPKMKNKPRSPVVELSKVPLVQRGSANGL
Bcl-xL primary: blocks human Bcl-xL binding to Bim BH3 peptide. Q07817. GST-Bcl-xL / FITC-Bim BH3 peptide fluorescence polarization. inhibition, % at 10.9 µM. 320,000 compounds, 0.7% hits;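 active means inhibition above the mean of all tested compounds plus 3 SD, cutoff set per campaign, cut at about 30% in these data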;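 further: 0% = DMSO wells and 100% = unlabeled Bim-BH3 peptide competitor; inhibitors lower millipolarization by displacing the labeled peptide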
GLD-1 RNA inh: GLD-1-TGE RNA interaction inhibition (C. elegans); Q17339; purified GLD-1 + fluorescein TGE RNA, fluorescence polarization; inhibition, % at 5.96 µM; 320,000 compounds, 0.44% hits; AID 2280;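 active means percent inhibition above a per-plate cutoff, the plate mean of test compounds plus 3 SD, cut at about 30% in these data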;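 further: 0% = DMSO wells with GLD-1 and probe and 100% = wells lacking GLD-1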
Target sequence (Q17339 whole entry, looked up): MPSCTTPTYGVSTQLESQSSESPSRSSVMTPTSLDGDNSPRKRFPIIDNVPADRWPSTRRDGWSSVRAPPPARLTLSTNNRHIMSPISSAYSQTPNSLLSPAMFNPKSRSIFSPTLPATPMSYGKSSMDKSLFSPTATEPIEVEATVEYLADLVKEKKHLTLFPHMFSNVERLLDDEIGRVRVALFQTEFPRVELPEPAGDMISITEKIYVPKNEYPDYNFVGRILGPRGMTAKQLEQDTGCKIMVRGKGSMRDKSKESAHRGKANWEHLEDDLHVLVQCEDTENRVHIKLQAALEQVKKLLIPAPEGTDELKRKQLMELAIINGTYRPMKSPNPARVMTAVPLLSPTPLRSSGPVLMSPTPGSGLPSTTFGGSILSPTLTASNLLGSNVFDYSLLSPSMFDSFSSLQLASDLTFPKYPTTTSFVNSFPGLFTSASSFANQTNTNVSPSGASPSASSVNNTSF
Fam108B inh: counter-screen for RBBP9 inhibitors: inhibitors of mouse Fam108B; inhibition, % at 9.51 µM; 300,000 compounds, 0.33% hits; recombinant Fam108B, FP-Rh probe fluorescence polarization; AID 1947;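 active means inhibition above the screen mean inhibition plus 3 SD, computed separately per campaign, cut at about 18% in these data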;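 further: inhibitors lower polarization as less probe binds the enzyme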
AGP1-GFP MLPCN: alters AGP1-GFP fluorescence in TOR pathway yeast screen | 320,000 compounds, 0.02% hits | GFP response vs DMSO, % at 10 µM | S. cerevisiae AGP1-GFP multiplex flow cytometry, 3 h; GFP as percent of DMSO wells;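 active means GFP response relative to DMSO above a set limit, near screen average plus 3 SD, cut at about 150% in these data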;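 further: median GFP channel fluorescence of the gated AGP1 strain per well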
CIT2-GFP yeast: yeast TOR pathway CIT2-GFP modulation | 320,000 compounds, 0.065% hits | S. cerevisiae CIT2-GFP strain, flow cytometry, 3 h; 100 means same as DMSO wells | AID 2029 | GFP response vs DMSO, % at 10 µM;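 active means GFP response relative to DMSO above a set limit, near the screen mean plus 3 SD, cut at about 150% in these data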;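 further: ratio of well median GFP fluorescence to mean of DMSO wells on the plate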
VLA-4 inh: inhibition in a human VLA-4 binding assay; P13612; VLA-4 expressing cells, ligand binding flow cytometry; inhibition, % (about 7 µM as worked out from the volumes in the protocol); 330,000 compounds, 0.2% hits; AID 2557; in the data active means inhibition above about 50%
MEX-5 binding: C. elegans MEX-5 TCR-2 RNA binding activity; Q9XUB2; MEX-5/FITC-TCR2 RNA binding, fluorescence polarization; hits give low values; 300,000 compounds, 0.38% hits; activity score (negative = inhibition of binding), % at 10 µM; AID 1832;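 active means inhibition past about -25% in most replicates, and total fluorescence under double the plate's negative control median, limit read from the data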;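 further: 0% = DMSO and -100% = 5 µM competing unlabeled TCR2 RNA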
Active calls of the source: *; x = not tested or not shown.

SMILES	MCL1-BIM inh	GRK2 aptamer HTS	Bcl-xL primary	GLD-1 RNA inh	Fam108B inh	AGP1-GFP MLPCN	CIT2-GFP yeast	VLA-4 inh	MEX-5 binding
Cc1ccc2c(CSc3nncs3)cc(=O)oc2c1	6	5	2	4	3	102	104	-15	0.8
COc1ccc(NC(=S)NCCCCCC(=O)C[N+](=O)[O-])cc1	10	1	3	-9	-2	84	63	-8	-0.5
COC(=O)C1C(=O)C=C(N2CCOCC2)CC1(C)C (centres undefined)	-6	0	3	0	-3	98	93	25	2.6
COCCCN1CN(S(=O)(=O)c2cccs2)c2nc3ccccc3nc21	16	0	19	10	1	104	105	-4	2.1
CCOc1ccc(CCNC(=O)Cn2c(-c3nonc3N)nc3ccccc32)cc1OCC	-11	8	-5	-3	-4	102	100	-22	x
COC(=O)c1sc(NC(=O)CSc2nnnn2C)nc1C	8	1	9	-11	1	97	98	0	0.3
O=C(C1CCCN(Cc2ccc3c(c2)OCO3)C1)N1CCCC1 (centres undefined)	2	0	-2	2	-1	98	93	7	-1.0
NNC(=O)C(Cc1c[nH]c2ccccc12)NC(=O)c1ccccc1 (centres undefined)	8	0	4	-2	3	102	100	11	-1.9
Nc1c(C(=O)NC2CCCC2)c2nc3ccccc3nc2n1/N=C/c1ccco1	13	3	3	8	-1	92	100	-7	-0.1
CC(C)[C@H](NC(=O)c1c(F)cccc1F)C(=O)Nc1cccc(Br)c1	-2	0	-1	-5	-2	104	106	8	-0.1
CCOC(=O)C1CCCN(S(=O)(=O)c2cc3[nH]c(=O)c(=O)[nH]c3cc2C)C1 (centres undefined)	0	3	1	8	4	101	101	50*	0.5
COc1ccc(CCn2nnnc2CN2CCN(C(=O)c3ccco3)CC2)cc1OC	0	0	1	1	-2	102	105	6	1.9
COc1ccccc1CCNC(=O)C(=O)NCC1OCCN1S(=O)(=O)c1ccccc1 (centres undefined)	-7	5	-1	4	-3	104	99	13	0.1
O=S(=O)(NCC(c1ccco1)N1CCc2ccccc21)c1ccccc1 (centres undefined)	9	0	4	1	3	102	100	1	-0.9
CC(C)COc1cccc(C(=O)N(C)CC(=O)Nc2cccc3ccccc23)c1	x	0	x	5	x	98	101	2	x
O=C(NC(O)C(=O)c1cccs1)c1cccnc1 (centres undefined)	9	0	5	5	1	102	115	-7	-0.7
COc1ccc(C(CC(=O)Nc2nccs2)n2cccc2)cc1 (centres undefined)	0	0	1	1	1	43	101	1	1.4
COCCN(CC1CCCN(C2Cc3ccccc3C2)C1)C(=O)c1cccc(C)c1 (centres undefined)	2	2	3	9	4	105	105	4	-2.0
CCC[C@@H]1CCCO[C@@](C(=O)NCc2ccccn2)(C(F)(F)F)C1	2	0	4	5	-1	89	81	26	-1.0
Cc1n[nH]c(=O)c2c(NC(=O)CSc3nncs3)oc(C)c12	0	0	-1	3	1	95	90	2	-1.4
Cc1c(Cl)cccc1NC(=S)NCCc1ccc(F)cc1	6	0	4	5	0	85	100	8	-1.7
CC1CCN(C(=O)COC(=O)c2ccc(N3CCCC3=O)cc2)CC1	-6	0	-3	-4	x	97	92	16	x
CN(CCC#N)C(=O)CC1(Cc2ccccc2)CCOC(C)(C)C1 (centres undefined)	-1	3	7	4	-1	107	106	5	-1.9
Nc1nonc1C(=O)N/N=C/c1cc2c(cc1[N+](=O)[O-])OCO2	0	1	1	-3	-5	104	114	0	0.0
COc1ccc(NC(=O)CCOc2ccccc2F)cc1S(=O)(=O)N1CCCCC1	x	2	x	4	x	108	113	-2	x
CCC(C(=O)NC(C)(C)C)N(Cc1cccs1)C(=O)CNS(=O)(=O)c1ccccc1 (centres undefined)	2	0	3	8	1	105	109	5	0.1
CC(=O)c1cccc(S(=O)(=O)N2CCN(c3nc4cc(C)cc(C)c4cc3C#N)CC2)c1	-14	2	-9	0	-10	100	100	-14	-2.1
CCCc1noc2c1C(c1ccoc1)C(C#N)=C(N)N2 (centres undefined)	6	0	5	4	-1	98	100	7	-1.9
C[C@@H]1COC(=O)[C@@H](CC(=O)OC(C)(C)C)C/C=C\C[C@H](CC(=O)NCCO)C(=O)N1	x	1	x	0	x	102	101	-8	x
CC(=O)Nc1ccc2c(c1)N(C(=O)CN(C)C)c1ccccc1CC2	14	0	11	7	-2	109	108	21	-1.4
O=C(NCC1CCCO1)C(c1ccc(F)cc1)N(Cc1ccc(F)cc1)C(=O)Cn1nnc(-c2cccs2)n1 (centres undefined)	2	1	6	5	-1	107	106	-3	0.0
CCCCN(CCCC)CP(=O)(c1ccccc1)c1ccccc1	5	0	2	6	13	91	99	-10	2.5
COCCn1c(C)cc(C(=O)CSc2ccc3ccccc3n2)c1C	4	0	1	2	-4	101	98	7	2.6
Cc1ccc(C(=O)NCCSc2ccc(Cl)cc2)cc1[N+](=O)[O-]	9	0	6	-4	-1	83	73	20	-0.1
CC(C)(C)c1ccc(OCCNC(=O)Cc2ccc(F)cc2)cc1	1	x	2	6	4	99	97	3	0.9
CCOC(=O)c1nn(-c2ccc3c(c2)OCCO3)cc1O	8	1	0	3	6	96	97	8	1.1
COC(=O)CSC(=S)N1CCCC(C)C1 (centres undefined)	0	0	8	4	7	102	104	-10	1.6
Cc1cccc(NC(=O)CSc2nc3ccccc3nc2N2CCCCC2)c1	5	3	4	1	-4	101	102	-9	-1.0
COc1ccc2cc(OCC(=O)NNC(=O)Nc3ccc(OC)c(OC)c3)ccc2c1	-5	0	-3	5	0	98	98	14	-0.7
O=S(=O)(c1ccc(OCC(O)CNCc2ccco2)c(Cl)c1)N1CCOCC1 (centres undefined)	0	0	4	3	2	106	100	-5	-1.2
CCCN(CC(=O)Nc1ccccc1OC)C(=O)c1cc(S(=O)(=O)NCc2ccccc2)ccc1C	0	0	1	9	2	105	115	2	0.4
Cc1cc(C)n(CCC(=O)N/N=C/c2ccc(Cl)c([N+](=O)[O-])c2)n1	2	0	1	4	1	100	95	1	-1.4
CCn1c(/N=C/c2ccccc2NS(=O)(=O)c2ccc(C)cc2)nc2ccccc21	-6	0	6	5	0	88	93	22	x
COc1ccc(NC(=O)CSc2nc(O)cc(=O)n2-c2ccc(OC)cc2)cc1	-3	0	1	5	-3	97	107	-2	0.9
Cc1nnc(SCc2nc3ccccc3s2)n1-c1ccccc1	-16	0	-2	-4	-4	103	97	-39	0.5

Reformatted: entries from further up.
| SMILES | MCL1-BIM inh | GRK2 aptamer HTS | Bcl-xL primary | GLD-1 RNA inh | Fam108B inh | AGP1-GFP MLPCN | CIT2-GFP yeast | VLA-4 inh | MEX-5 binding |
| --- | --- | --- | --- | --- | --- | --- | --- | --- | --- |
| CCOC(=O)c1nn(-c2ccc3c(c2)OCCO3)cc1O | 8 | 1 | 0 | 3 | 6 | 96 | 97 | 8 | 1.1 |
| COC(=O)CSC(=S)N1CCCC(C)C1 (centres undefined) | 0 | 0 | 8 | 4 | 7 | 102 | 104 | -10 | 1.6 |

Next entries:
SMILES	MCL1-BIM inh	GRK2 aptamer HTS	Bcl-xL primary	GLD-1 RNA inh	Fam108B inh	AGP1-GFP MLPCN	CIT2-GFP yeast	VLA-4 inh	MEX-5 binding
CCCOc1ccc(C(=O)CCC(=O)OC(C)C(=O)Nc2ccc(NC(C)=O)cc2)cc1 (centres undefined)	-4	0	-7	-5	4	105	92	11	-0.3
CCn1c(C)c(C)c2cc(C(=O)NCCCN3CCCCCC3)ccc21	6	0	4	4	1	105	106	4	-0.2
O=C1C=C(Nc2ccc(Cl)cc2)CC(c2ccc(Cl)cc2)C1 (centres undefined)	4	0	4	5	-4	93	93	40	-0.3
COc1cccc(C2C(C(=O)c3cccs3)=C(O)C(=O)N2c2cc(C)on2)c1 (centres undefined)	-1	1	5	4	0	99	93	-6	-0.6
CCn1c(N)c(C(=O)NCC2CCCO2)sc1=S (centres undefined)	5	3	7	0	1	98	106	6	-0.1
Cc1ccc(-c2c[n+](CC(=O)Nc3cc(=O)n(C)c(=O)n3C)c3n2CCC3)cc1	-4	1	0	-1	3	99	104	11	0.2
COc1ccc(-c2cn3cccnc3n2)cc1NC(=O)c1ccc(Br)o1	1	0	2	0	3	100	90	-11	-2.0
Cc1cc(C)cc(CC(CC(=O)Nc2ccc(Cl)cc2)C(=O)O)c1 (centres undefined)	x	3	x	x	x	98	104	4	0.3
CC1=NC(C(F)(F)F)(C(F)(F)F)C2=C(CC(C)(C)CC2=O)N1Cc1ccco1	0	1	8	1	3	93	95	24	-3.6
CCOc1ccc(-c2nnc(SCC(=O)Nc3ccc4c(c3)c3ccccc3n4CC)n2N)cc1	4	0	-2	0	1	105	103	-8	1.6
O=C(NNC(=O)c1sccc1-n1cccc1)c1cccs1	6	1	1	3	2	98	96	-3	-1.6
COc1ccc(CCNC(=O)CCc2ccsc2)cc1OC	-6	2	-2	6	-1	93	106	2	2.0
CCC/C=N/NC(=O)C1COc2ccccc2O1 (centres undefined)	2	1	98*	9	1	109	102	0	2.7
CS(=O)(=O)N1N=C(c2ccco2)CC1c1ccc(Cl)cc1 (centres undefined)	11	0	2	-2	2	94	102	-2	1.1
COC(=O)c1ccc(Oc2ccc(C(C)(C)C)cc2)c([N+](=O)[O-])c1	8	0	-2	1	-1	100	99	13	1.1

Rewritten with two lines to a compound: entries from further up
Each structure is followed by: MCL1-BIM inh | GRK2 aptamer HTS | Bcl-xL primary | GLD-1 RNA inh | Fam108B inh | AGP1-GFP MLPCN | CIT2-GFP yeast | VLA-4 inh | MEX-5 binding
Cc1ccc(C(=O)NCCSc2ccc(Cl)cc2)cc1[N+](=O)[O-]
    9 | 0 | 6 | -4 | -1 | 83 | 73 | 20 | -0.1
CC(C)(C)c1ccc(OCCNC(=O)Cc2ccc(F)cc2)cc1
    1 | x | 2 | 6 | 4 | 99 | 97 | 3 | 0.9

Carrying on:
SMILES	MCL1-BIM inh	GRK2 aptamer HTS	Bcl-xL primary	GLD-1 RNA inh	Fam108B inh	AGP1-GFP MLPCN	CIT2-GFP yeast	VLA-4 inh	MEX-5 binding
CC(C)C(=O)Nc1ccc2c(c1)C(=O)N(CCC(=O)O)C2=O	5	0	8	2	3	86	86	14	-2.2
O=C(c1cccc(S(=O)(=O)N2CCCC2)c1)N1CCCC(C(F)(F)F)C1 (centres undefined)	10	0	3	-1	-3	107	101	5	5.3
CC1CCN(Cc2cc(=O)oc3cc4c(cc23)CCCC4)CC1	0	0	2	3	-3	100	95	-6	0.9
O=C(NC1CCCCC1)C(=S)NCc1ccccc1	4	0	0	2	-3	104	94	-10	1.0
COc1cc(-c2noc(C)c2C(=O)NCCc2c[nH]c3ccccc23)cc(OC)c1OC	5	3	4	-4	0	83	88	-10	-1.5
Cn1c(Cn2c(=O)sc3ccccc32)nnc1SCC(=O)N1CCCC1	-4	4	2	2	1	103	101	9	0.7
COC(=O)c1ccc(CSc2nc3ccc(S(=O)(=O)N4CCOCC4)cc3[nH]2)cc1	9	0	1	4	0	93	97	-10	-1.9
CCOC(=O)C1CCN(C(=O)c2ccco2)CC1	15	0	9	3	7	99	100	-9	x
CCN(CC)S(=O)(=O)c1ccc(C(=O)OCC(=O)NCCN2C(=O)CSC2=O)cc1	4	1	0	-1	0	111	101	2	-4.0
COC(=O)N1[C@H](Cc2ccccc2)C=C[C@]1(C)C(=O)O	0	3	-3	-1	-2	89	79	15	0.4
CC(=O)N1CCC(C(=O)Nc2nc(-c3ccccc3)ns2)CC1	-5	0	0	4	1	102	100	12	-3.1
CN(C)S(=O)(=O)c1cccc2nsnc12	2	2	0	10	-2	105	100	-1	0.0
CC(C)(C)NS(=O)(=O)c1ccc(OCC(=O)Nc2ccc3c(c2)OCCO3)cc1	3	0	2	-3	-4	x	94	12	1.1
CS(=O)(=O)N(CC(=O)N1CCN(c2ccc(F)cc2)CC1)C1CCCCC1	-4	3	-6	-2	0	95	94	15	-1.8

Bioassay records (PubChem)
